# Arr AP2 block – human beta-arrestin and AP2 interaction inhibition. AID 504490. hit rate 0.31% among 340,000. inhibition, % at 10 µM. FITC-arrestin peptide / GST-AP2 beads, flow cytometry; AP2 beta2 appendage carries R879A mutation;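 active means inhibition above a set limit, near 3 SD of compounds lacking own fluorescence, cut at about 54% in these data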;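 further: plate controls were DMSO wells for no effect and 5 µM unlabelled arrestin peptide for full effect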
#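 Material – GST-tagged AP2 beta2-adaptin appendage (R879A) on 4 µm glutathione beads · Probe or stimulus – fluorescein-tagged arrestin peptide at 50 nM final · Timing – 12 min plus 1 h, RT · Detection – bead flow cytometry, FITC channel · Read-out basis – inhibition as reduced fluorescein signal on beads, percent · Medium – PBS plus Tween 20 (0.05%) and BSA (0.1%)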
# OPRM1-OPRD1 inv – mu-delta opioid heterodimer inverse agonism; P35372+P41143; cell-based MOR-DOR heterodimer luminescence; inhibition, % at 9.3 µM; hit rate 0.21% among 340,000; in the data active means inhibition above about 22%, passing the limit was not always enough;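 further: 0% = cells with DMSO and 100% = wells without cells with DMSO; values of inactives mirror those of a sister screen read the other way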
# HTR5A ag – HTR5A agonism, opioid heterodimer counter-screen. HTR5A agonist assay, luminescence, cell-based. activation, % at 9.3 µM. hit rate 0.61% among 340,000. P47898; in the data active means activation mostly above about 9.5%, no sharp cut-off; inactive means mostly below about 7.6%;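 further: 0% = cells with vehicle only and 100% = reference agonist; strong numbers were not always called active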
# Target sequence (P47898 whole entry, looked up): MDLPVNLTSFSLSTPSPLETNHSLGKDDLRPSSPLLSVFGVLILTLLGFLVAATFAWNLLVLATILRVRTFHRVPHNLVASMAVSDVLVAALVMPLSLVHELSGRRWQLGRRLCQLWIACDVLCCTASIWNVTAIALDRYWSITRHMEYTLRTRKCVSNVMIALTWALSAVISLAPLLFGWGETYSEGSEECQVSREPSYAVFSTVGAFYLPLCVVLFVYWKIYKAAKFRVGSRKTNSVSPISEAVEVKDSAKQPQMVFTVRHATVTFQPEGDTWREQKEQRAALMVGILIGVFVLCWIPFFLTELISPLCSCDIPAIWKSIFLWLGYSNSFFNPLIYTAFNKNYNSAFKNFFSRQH
# V-ATPase pH – yeast V-ATPase proton transport regulation by pHLuorin. hit rate 0.37% among 350,000. AID 504577. S. cerevisiae, pHLuorin cytosolic pH fluorescence. response, % at 10 µM; in the data active means response mostly above about 7.3%, no sharp cut-off; inactive means mostly below about 5.4%; further: actives read high; inactives centre near 0; some compounds called inactive have numbers as strong as hits; reference of the scale not given here
# HTR5A inv ag – HTR5A inverse agonism, opioid heterodimer counter-screen | P47898 | HTR5A cell line, luminescence | inhibition, % at 9.3 µM | hit rate 0.083% among 340,000; in the data active means inhibition mostly above about 23%, no sharp cut-off; inactive means mostly below about 18%;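 further: 0% = cells with DMSO and 100% = no-cell wells with DMSO; some compounds called inactive have numbers as strong as hits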
# DAGLB inhibitor – blocks human DAGLB lipase activity. inhibition, % at 5.17 µM. Q8NCG7. HEK293T DAGLB membrane lysate, EnzChek fluorogenic substrate. hit rate 0.059% among 340,000; in the data active means inhibition above about 34%;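 further: 0% = enzyme with vehicle and 100% = wells lacking enzyme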
# Target sequence (Q8NCG7 whole entry, looked up): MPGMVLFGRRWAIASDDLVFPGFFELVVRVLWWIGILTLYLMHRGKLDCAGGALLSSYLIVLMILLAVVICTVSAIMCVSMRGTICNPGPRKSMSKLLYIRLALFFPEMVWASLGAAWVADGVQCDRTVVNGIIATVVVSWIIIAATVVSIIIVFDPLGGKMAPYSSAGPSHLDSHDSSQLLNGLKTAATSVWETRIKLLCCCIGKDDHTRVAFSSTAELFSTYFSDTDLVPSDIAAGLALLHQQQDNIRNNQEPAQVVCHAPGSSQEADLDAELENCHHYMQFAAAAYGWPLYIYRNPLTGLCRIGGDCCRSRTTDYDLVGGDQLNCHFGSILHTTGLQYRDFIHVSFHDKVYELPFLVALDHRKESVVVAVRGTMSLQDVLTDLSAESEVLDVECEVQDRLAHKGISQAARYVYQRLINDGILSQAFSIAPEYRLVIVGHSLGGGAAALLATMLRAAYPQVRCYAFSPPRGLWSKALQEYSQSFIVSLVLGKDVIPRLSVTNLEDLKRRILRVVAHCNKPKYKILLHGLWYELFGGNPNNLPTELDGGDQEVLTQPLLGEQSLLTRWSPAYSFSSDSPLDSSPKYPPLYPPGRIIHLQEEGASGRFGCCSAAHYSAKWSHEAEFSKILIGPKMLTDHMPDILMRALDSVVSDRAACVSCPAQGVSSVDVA
# DSG3 Ab inh – inhibitors of pemphigus antibody binding to human desmoglein-3. P32926. DSG3-coupled beads, scFv-anti-DSG3-GFP binding, flow cytometry; hits give low values. binding (percent of control), % at 10 µM. hit rate 0.48% among 310,000. AID 588358;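 active means binding more than 3 SD below its plate's average and above zero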;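 further: hits lower antibody fragment binding to DSG3; some compounds called inactive have numbers as strong as hits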
# PKA-R1A activ – activates the PKA-R1A holoenzyme complex. P00514+P68181. PKA-R1A dissociation, Cy5-IP20 fluorescence polarization; scaled: DMSO 0%, 113 µM cGMP 100%. activation, % at 11.4 µM. hit rate 0.083% among 340,000;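 active means percent activation above the mean of all tested compounds plus 3 SD, cut at about 19% in these data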;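 further: higher means more PKAc released from R1A so a rise in polarization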
# MOR-DOR ag – agonists of human mu-delta opioid receptor heterodimerization; P35372+P41143; hit rate 0.3% among 340,000; cells, OPRM1-OPRD1 heterodimerization, luminescence; activation, % at 9.3 µM; AID 504326; in the data active means activation above about 18%;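 further: 0% = vehicle-treated cells and 100% = reference agonist; values of inactives mirror those of a sister screen read the other way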
# PKA-R2B act – activators of human PKA-R2B complex. PKA-R2B holoenzyme dissociation, Cy5-IP20 fluorescence polarization; R2B truncated from residue 108, S112A mutant; 0% DMSO only, 100% 113 µM cGMP. activation, % at 11.4 µM. hit rate 0.079% among 340,000. AID 504700;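 active means activation above a cutoff set at the mean over all compounds plus 3 SD, cut at about 18% in these data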;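 further: higher means more holoenzyme dissociation and a rise in polarization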
# Active calls of the source: *; . = no result given.
SMILES,Arr AP2 block,OPRM1-OPRD1 inv,HTR5A ag,V-ATPase pH,HTR5A inv ag,DAGLB inhibitor,DSG3 Ab inh,PKA-R1A activ,MOR-DOR ag,PKA-R2B act
Clc1cccc(-c2nc3nc4ccccc4nc3n2Cc2ccco2)c1,4,-2,-1,-4,12,0,114,4,0.5,-9
O=C(C[C@H]1C/C=C\CC[C@H](Cc2ccc(F)cc2)C(=O)O[C@H](c2ccccc2)CNC1=O)N[C@H](CO)Cc1ccccc1,32,-8,-4,-2,14,2,101,-1,1.7,6
S=C(c1ccc(-c2ccccc2Cl)o1)N1CCCCC1,2,-12,3,-4,-10,-10,100,-5,2.2,-10
CCOc1c2ccc(C(=O)NCc3ccc(C)cc3)cc2nn1CCOC,28,9,0,6,1,2,107,-1,-1.7,5
[O-]/C(=C(\C(=S)NCc1ccccc1)[n+]1ccccc1)c1ccc(Cl)s1,18,2,-2,0,26,5,99,-4,-0.3,-3
O=C(NCc1cn2ccccc2n1)c1ccco1,0,11,2,-1,10,0,102,-1,-2.0,-5
O=C(N/N=C/c1ccccn1)c1c[nH]c2ccccc12,-1,3,4,3,1,2,106,-3,-0.5,-2
COc1cc(/C=C(\C#N)c2nc3ccc(C)cc3[nH]2)c([N+](=O)[O-])cc1OC,26,-9,-1,5,-24,3,95,-9,1.6,-3
CCCC[C@@H]1CNC(=S)N1CCc1cccc2ccccc12,-4,-2,2,2,-18,-9,101,3,0.4,-7
COC(=O)CN(c1ccc(C)cc1)S(=O)(=O)c1ccc2c(c1)n(C)c(=O)c(=O)n2C,-3,7,3,-4,4,-1,108,0,-1.6,-8
COC(=O)c1cc2c(-c3ccccc3)cc3ccccn3c-2c1C(=O)OC,3,8,-6,2,-12,37*,105,1,-1.4,-6
CCOC(=O)c1c(C)[nH]c(C(=O)NCC(c2ccco2)N2CCCCC2)c1C (configuration not stated),-4,-1,-2,1,5,-2,.,-9,0.2,18
COc1ccc(CNC(=O)CN2C(=O)NC(C)(c3ccc(C(C)(C)C)cc3)C2=O)cc1 (configuration not stated),-16,15,3,2,-11,1,99,-5,-3.3,-4
CCN1CCN(Cc2nc3c(c(=O)[nH]c(=O)n3C)n2Cc2ccccc2Cl)CC1,4,4,-1,-4,-5,0,103,0,-0.6,4
COc1ccc(NC(=O)N(C)C[C@H]2Oc3ccc(NS(=O)(=O)c4cccs4)cc3C(=O)N([C@H](C)CO)C[C@@H]2C)cc1,24,9,-1,-3,1,2,99,0,-1.9,-3
NC(=O)[C@H](Cc1cc2ccccc2s1)NC(=O)[C@@H]1CC2(CC(c3cccc(NC(=O)[C@@H]4CCC(=O)N4)c3)=NO2)CN1C(=O)c1ccccc1 (some centres not stated),-5,3,1,-2,-18,-5,106,-3,-0.6,-6
Cc1cccc(C)c1OCC(=O)OCC(=O)c1ccc2c(c1)NC(=O)CO2,1,7,1,8,22,1,105,-4,-1.2,8
CCOc1cc(C(=O)N(CC)CC(=O)Nc2c(F)cccc2F)ccc1OCC(=O)N1CCCCC1,-6,11,-5,-2,13,1,106,2,-2.1,1
O=c1c2ccccc2c(=O)n2n1Cc1ccccc1C2,0,11,2,1,1,0,111,2,-2.0,-1
CCC/C(=N\NC(=O)c1cccc(C)c1)c1ccccc1,2,9,3,0,-3,-3,93,10,-1.6,-6
COc1ccc(S(=O)(=O)NC(C)c2ccc3c(c2)OCCO3)cc1 (configuration not stated),.,.,.,-1,.,-1,97,-1,.,6
CCOC(=O)C1CCCN(CC(=O)NC2=Nc3ccccc3N=C(C)C2c2ccccc2)C1 (configuration not stated),7,0,-1,.,35,3,109,-10,-0.1,-22
c1ccc(CCNC2=NCCCS2)cc1,-7,13,20*,-4,-54,1,96,0,-2.2,1
O=C(CSc1nncn1-c1ccccc1)Nc1c(F)cccc1F,7,3,-3,-1,7,-1,.,-6,-0.4,-3
C[C@H](O)[C@@H]1C(=O)N2CCc3ccc(-c4ccccc4)cc3[C@@H]2C[C@@H]1N(C)C(=O)c1cccnc1,.,.,.,2,.,1,.,14,.,-15

# Reformatted with bars between the fields: 2 of the compounds above
compound | Arr AP2 block | OPRM1-OPRD1 inv | HTR5A ag | V-ATPase pH | HTR5A inv ag | DAGLB inhibitor | DSG3 Ab inh | PKA-R1A activ | MOR-DOR ag | PKA-R2B act
COc1cc(/C=C(\C#N)c2nc3ccc(C)cc3[nH]2)c([N+](=O)[O-])cc1OC | 26 | -9 | -1 | 5 | -24 | 3 | 95 | -9 | 1.6 | -3
O=c1c2ccccc2c(=O)n2n1Cc1ccccc1C2 | 0 | 11 | 2 | 1 | 1 | 0 | 111 | 2 | -2.0 | -1

# 5 of the compounds above, with two lines to a compound:
# Results follow in this order: Arr AP2 block | OPRM1-OPRD1 inv | HTR5A ag | V-ATPase pH | HTR5A inv ag | DAGLB inhibitor | DSG3 Ab inh | PKA-R1A activ | MOR-DOR ag | PKA-R2B act
- Clc1cccc(-c2nc3nc4ccccc4nc3n2Cc2ccco2)c1
  4 | -2 | -1 | -4 | 12 | 0 | 114 | 4 | 0.5 | -9
- COC(=O)CN(c1ccc(C)cc1)S(=O)(=O)c1ccc2c(c1)n(C)c(=O)c(=O)n2C
  -3 | 7 | 3 | -4 | 4 | -1 | 108 | 0 | -1.6 | -8
- CCCC[C@@H]1CNC(=S)N1CCc1cccc2ccccc12
  -4 | -2 | 2 | 2 | -18 | -9 | 101 | 3 | 0.4 | -7
- CCOc1cc(C(=O)N(CC)CC(=O)Nc2c(F)cccc2F)ccc1OCC(=O)N1CCCCC1
  -6 | 11 | -5 | -2 | 13 | 1 | 106 | 2 | -2.1 | 1
- COc1ccc(S(=O)(=O)NC(C)c2ccc3c(c2)OCCO3)cc1 (configuration not stated)
  . | . | . | -1 | . | -1 | 97 | -1 | . | 6

# Later entries.
SMILES,Arr AP2 block,OPRM1-OPRD1 inv,HTR5A ag,V-ATPase pH,HTR5A inv ag,DAGLB inhibitor,DSG3 Ab inh,PKA-R1A activ,MOR-DOR ag,PKA-R2B act
Cc1cccc(NC(=O)/C=C/c2ccc([N+](=O)[O-])s2)c1,-10,-27,1,0,17,2,.,0,5.3,-8
N#CC1(C#N)C(c2ccccc2)OC23CCCCCC2C1(C#N)C(=N)O3 (configuration not stated),17,18,1,-7,6,0,99,-13,-3.4,-15
O=C(O)COc1cccc(NC(=O)c2ccccc2)c1,-5,-1,-1,3,3,2,102,2,0.1,-4
O=c1c2ccsc2ncn1Cc1ccccc1F,20,11,-1,4,2,-5,80,-10,-1.9,-4
NC(=O)c1ccc(NC(=O)COC(=O)c2cc(S(=O)(=O)N3CCOCC3)ccc2N2CCCCC2)cc1,9,14,2,2,-5,-1,106,0,-2.6,-4
CSc1nsc(SC)c1C(=O)Nc1ccc(Cl)cc1,-9,8,2,-1,-6,-5,.,1,-1.6,4
O=C(Nc1ccc(Cl)c(Cl)c1)N1CC=C(c2ccccc2)CC1,-4,-23,2,1,13,-4,107,2,3.8,-6
Cc1sc(N)nc1-c1ccccc1,0,13,4,0,16,-1,.,21*,-2.9,-2
Cc1cc(NCc2cccnc2)no1,4,11,0,0,-27,-2,105,-4,-2.2,-8
CCOCc1[nH]c(=S)[nH]c(=O)c1Cc1ccc(OCC)cc1,-5,13,1,2,0,2,110,6,-2.7,-8
O=C(CS(=O)(=O)c1ccccc1)Nc1ncc([N+](=O)[O-])s1,-10,3,4,1,7,2,116,-2,-0.4,-1
O=C(C1CCC(=O)N(C2CCCC2)C1)N1CCN(c2ccc(Cl)cc2)CC1 (configuration not stated),-4,16,-1,0,6,0,100,-2,-2.9,-5
Cc1ccc(NC(=O)COC(=O)CCc2nc3ccccc3c(=O)[nH]2)c(Br)c1,-8,-6,0,8,0,-5,96,-3,1.2,-1
O=C1NC[C@H](Cc2ccc(O)cc2)N(CC2CCCCC2)C1=O,.,8,-3,-1,-16,-3,98,-3,-1.4,-3
COc1ccc(NS(=O)(=O)c2cccc(C(=O)N/N=C(\C)c3ccncc3)c2)cc1,-6,0,4,1,-10,1,93,3,-0.1,8
Cc1cc(-c2n[nH]c(=S)n2/N=C/c2ccco2)n[nH]1,28,11,-4,0,10,-1,.,8,-2.2,7
Cn1c2c(c3cc([N+](=O)[O-])ccc31)CCCC2,5,-16,1,1,-4,-3,91,7,3.3,9
Cc1cc(C)n2nc(C(=O)Nc3cccc(S(=O)(=O)N4CCOCC4)c3)nc2n1,-7,4,5,0,-13,3,104,-13,-0.8,-10
Cc1ccccc1NC(=O)CN1CCCC1,.,.,.,.,.,0,101,8,.,-6
O=C(c1ccc(CNc2c(N3CCCC3)c(=O)c2=O)cc1)N1CCc2ccccc2C1,15,-2,4,2,-12,-1,96,6,0.4,0
CCc1ccc2nc(SCC(=O)Nc3nnc(C)s3)c(C)cc2c1,21,6,-2,2,9,0,100,10,-1.2,15
Clc1ccccc1N=Nc1ccccn1,-3,0,0,-2,-2,-6,103,-4,0.1,-8
O=C1CS/C(=C/C(=O)c2ccccc2)N1,-6,16,0,3,-31,-2,87,-10,-3.0,-18
Cc1ccnc(NC(=S)NC(=O)c2cccs2)c1,13,12,2,0,14,0,104,-4,-2.6,-1
COC(=O)c1ccc2nc(NC(=O)CN3C(=O)CCC3=O)sc2c1,0,10,1,3,8,0,.,14,-2.3,1

# Grouped by structure, the compounds so far with a cyano group (2)
SMILES,Arr AP2 block,OPRM1-OPRD1 inv,HTR5A ag,V-ATPase pH,HTR5A inv ag,DAGLB inhibitor,DSG3 Ab inh,PKA-R1A activ,MOR-DOR ag,PKA-R2B act
COc1cc(/C=C(\C#N)c2nc3ccc(C)cc3[nH]2)c([N+](=O)[O-])cc1OC,26,-9,-1,5,-24,3,95,-9,1.6,-3
N#CC1(C#N)C(c2ccccc2)OC23CCCCCC2C1(C#N)C(=N)O3 (configuration not stated),17,18,1,-7,6,0,99,-13,-3.4,-15

# Continuation.
SMILES,Arr AP2 block,OPRM1-OPRD1 inv,HTR5A ag,V-ATPase pH,HTR5A inv ag,DAGLB inhibitor,DSG3 Ab inh,PKA-R1A activ,MOR-DOR ag,PKA-R2B act
Cc1cc(C(=O)NCC(=O)OCC(=O)NCCc2ccccc2)ccc1[N+](=O)[O-],12,2,0,-1,0,-2,.,-7,-0.5,-2
Nc1nc(NCc2ccccc2)nc(NCCO)c1[N+](=O)[O-],56*,-3,-1,1,20,-1,.,5,0.7,2
COCc1cc(C)nc(SCC(=O)Nc2ccc3c(c2)n(C)c(=O)n3C)c1C#N,46,11,-5,-5,12,1,97,2,-2.2,8
Cc1ccccc1C(=O)N1CCC(C(=O)NN2C(=O)NC3(CCC(C)CC3)C2=O)CC1 (configuration not stated),-5,4,-11,-1,27,0,102,7,-0.9,-7
CCN(CC)C(=O)c1ccccc1NC(=O)CN1C(=O)c2ccccc2C1=O,8,10,2,-3,-2,2,116,-2,-2.0,-8
CC(=O)N1CCC(C(=O)N2CCN(S(=O)(=O)c3cccs3)CC2)CC1,-3,3,0,2,-15,2,103,5,-0.5,2
CCC(C)NC(=S)N1CCN(C(c2ccccc2)c2ccccc2)CC1 (configuration not stated),-15,-5,1,-2,-2,-3,100,-2,1.0,-4
O=C(Cc1ccccc1F)Nc1nc2ccccc2[nH]1,-18,11,-3,2,-27,0,114,-3,-2.3,10
